# From PubChem BioAssay
# RSV CPE inhibition – RSV antiviral activity via CPE protection, HEp-2 cells, primary 10 µM value included (AID 2391). HEp-2 cells, RSV-induced CPE inhibition; higher % means a stronger effect. one-dose CPE inhibition, % at 10 µM; IC50 in µM for titrated hits. hit rate 0.13% among 310,000; in the data active = a potency from the dose series; inconclusive = CPE inhibition mostly from about 23% at the one dose, without a potency; inactive = the rest, 99 in 100 with CPE inhibition below about 21%; also: strong numbers were not always called active
# Rac1 GTP hydrolysis – MgcRacGAP GTPase-activating activity inhibitors, confirmation, biochemical, ADP Hunter fluorescence | Rac GTPase-activating protein 1 (Homo sapiens) | AID 624330, 2012 | hit rate 0.6% among 340,000 | one-dose inhibition, % at 30 µM; IC50 in µM for titrated hits | MgcRacGAP-stimulated Rac1 GTP hydrolysis, ADP Hunter fluorescence; higher % means a stronger effect; GST-tagged Rac1 F28L mutant substrate;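 active = first-screen hits whose inhibition reached a set limit at any dose in the follow-up dose series; inconclusive = inhibition above the set first-screen limit but never retested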;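 also: fluorescence reports GDP produced by GAP-driven GTP hydrolysis; strong numbers were not always called active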
# West Nile virus CPE – West Nile virus antiviral activity, cell-based, CPE readout (AID 1621); West Nile virus-infected cells, CPE inhibition; higher % means a stronger effect; CPE inhibition, % at 10 µM, or IC50 in µM where a hit was titrated; hit rate 0.02% among 290,000; in the data active = a potency from the dose series; inconclusive = CPE inhibition mostly from about 3.7% at the one dose, without a potency; inactive = the rest, 99 in 100 with CPE inhibition below about 2.2%; also: strong numbers were not always called active
# T cell HTS – modulators of CD8 T cell-vesicle binding, primary screen, mouse 2C CD8+ T cells, flow cytometry; 2C CD8+ T cell-vesicle binding; active compounds read low; calls only at 7 µM; hit rate 0.068% among 330,000; AID 2052, 2009;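 active = response, share of CD8 T cells binding vesicles, and their 90th percentile fluorescence all below set limits, cut at about 80% in these data, passing the limit was not always enough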
#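 Test system: purified 2C TCR transgenic mouse naive CD8+ T cells. Probe or stimulus: QL9-peptide-loaded Drosophila micro-vesicles bearing Ld, ICAM-1 and B7-1. Incubation: binding step 1.5 h, 37 °C, antibody labelling 20 min, ice. Measured by: flow cytometry of vesicle-bound cells.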
# bCat nuc transl – modulators of beta-catenin nuclear translocation, primary screen, imaging, HeLa cells, immunofluorescence, high-content. nuclear translocation activity, % at 5 µM. hit rate 0.3% among 190,000;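 active = nuclear translocation activity above 50% at 5 µM, with a well cell count of 50 or more; inconclusive = wells under 50 cells across six images, flagged as toxic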;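 also: per-cell ratio of nuclear to cytoplasmic median beta-catenin stain intensity; plate controls were DMSO negative control for no effect and GSK-3 inhibitor IX positive control for full effect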
#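 Test system: human HeLa cells, endogenous beta-catenin. Times: 24 h compound exposure, 37°C. Measured by: beta-catenin immunofluorescence imaging with DAPI.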
# WT yeast gro inh – growth inhibition of WT strain, primary screen, mitochondrial fusion inhibitor project, WT and mutant strains, chemical genetic; mitochondrial fusion phenotypic screen; hit rate 2.1% among 190,000; inhibition, % at 10 µM; AID 1362, 2008; in the data active = inhibition above about 58%; tested in S. cerevisiae
# Large T inhibition – SV40 large T antigen inhibitors, biochemical (AID 1903); SV40 large T antigen ATPase/helicase inhibition assay; higher % means a stronger effect; one-dose inhibition, % at 20 µM; IC50 in µM for titrated hits; hit rate 0.39% among 310,000; in the data active = a potency from the dose series; inconclusive = inhibition mostly from about 32% at the one dose, without a potency; inactive = the rest, 99 in 100 with inhibition below about 32%; also: strong numbers were not always called active
# Salmonella PhoP GFP – inhibitors of PhoP regulon expression, primary screen, Salmonella Typhimurium, GFP reporter (AID 1863) | S. Typhimurium PhoP-regulated promoter GFP reporter, 4 h; higher % means a stronger effect | one-dose inhibition, % at 50 µM; IC50 in µM for titrated hits | hit rate 0.16% among 300,000;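 active = inhibition over 29.93%, a cutoff 3 SD above the screen mean, later confirmed by dose response; inconclusive = inhibition over 29.93% but no dose response follow-up; inactive = inhibition at most 29.93% or unconfirmed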;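 also: 0% = low Mg2+ inducing control and 100% = high Mg2+ repressing control; strong numbers were not always called active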
# Myeloid diff MLP – induction of myeloid progenitor differentiation, primary screen, cell-based, flow cytometry, MLPCN library. ER-HoxA9 myeloid progenitors, lysozyme-GFP differentiation. calls only at 10 µM. hit rate 1% among 360,000. AID 624256, 2012;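 active = normalized GFP-positive differentiation at or above the plate's own cutoff, the solvent-only control mean plus 3 SD; inconclusive = no clear call, values can overlap the other calls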;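 also: cells exposed to compound for four days before flow analysis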
# WT yeast gro inh mutant strain – also measured in WT yeast gro inh; calls as there; inhibition, %; mitochondrial fusion phenotypic screen, mutant strain inhibition
# bCat nuc transl cell count 5 µM – recorded beside bCat nuc transl, whose call it bears; cell count; measured here: cell count, cytotoxicity flag
# T cell HTS vesicle-bound % – recorded beside T cell HTS, whose call it bears; double positive events, %; measured here: CD8+ vesicle-bound cell fraction;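 binding gate set so that unloaded-vesicle control wells show 10% double positive cells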
# Myeloid diff MLP GFP+ MAC1+ % – second read-out of Myeloid diff MLP, no call of its own (marks repeat the call); GFP+ MAC1+ double positive, %; measured here: differentiation confirmed by MAC1 staining
# An asterisk follows results filed as active; i = inactive; ? = inconclusive; . = no result given.
no. | molecule | RSV CPE inhibition | Rac1 GTP hydrolysis | West Nile virus CPE | T cell HTS | T cell HTS vesicle-bound % | bCat nuc transl | bCat nuc transl cell count 5 µM | WT yeast gro inh | WT yeast gro inh mutant strain | Large T inhibition | Salmonella PhoP GFP | Myeloid diff MLP | Myeloid diff MLP GFP+ MAC1+ %
1 | O=C(O)COc1ccccc1/C=N/NC(=O)CSc1nnc(-c2ccc(Cl)cc2)n1C1CCCCC1 | 1.1% | 11% | 0.1% | i | 56 | -1.5 | 1370 | . | . | ? | -4% | i | 0.4
2 | COc1ccc(NS(=O)(=O)c2cccc(C(=O)N/N=C/c3cccs3)c2)cc1 | 1.3% | 11% | -0.6% | i | 48 | . | . | 0 | 4 | 3% | 8% | i | 0.4
3 | C[C@]1(C(=O)NCCc2c[nH]c3ccccc23)C=C[C@@H](Cc2ccccc2)N1C(=O)c1ccccc1 | 9.0% | 10% | -0.1% | . | . | -4.7 | 520 | 13 | -4 | 1% | 6% | i | 2.1
4 | Cc1ccc(CSCCNC(=O)/C=C/c2ccccc2Cl)cc1 | 3.5% | 7% | -0.3% | i | 27 | 1.8 | 1416 | 44 | 19 | -5% | 7% | i | 3.6
5 | COc1cc2c3nnc(-c4ccc(F)cc4)c-3cn(Cc3cccc(F)c3)c2cc1OC | 0.8% | 0% | 1.2% | i | 59 | -1.6 | 1160 | -18 | -20 | -10% | -6% | i | 1.8
6 | Cc1ccccc1NC(=O)C(C)n1c2ccccc2c2nc(=O)cc(C)n21 (stereo unspecified) | 0.1% | 1% | 0.1% | i | 49 | 1.6 | 1376 | . | . | . | . | i | 0.5
7 | COc1cc(NC(=O)COC(=O)Cn2cnc3c2c(=O)n(C)c(=O)n3C)cc(OC)c1 | 0.5% | 0% | . | i | 42 | . | . | . | . | . | . | i | 0.7
8 | CCCc1cc(N2CCCC(C(=O)NCc3ccc4c(c3)OCO4)C2)n2ncnc2n1 (stereo unspecified) | -0.2% | 10% | -1.7% | i | 2 | 0.8 | 1109 | -8 | 0 | 8% | 9% | i | 0.7
9 | CCOc1ccc(C(=O)COC(=O)c2cccc(-n3cnnn3)c2)cc1 | 2.6% | 6% | -0.1% | i | 64 | . | . | . | . | 23% | -5% | i | 0.6
10 | O=C(OCCCOC(=O)c1ccc([N+](=O)[O-])o1)c1ccc([N+](=O)[O-])o1 | 1.4% | 7% | . | i | 21 | . | . | . | . | 12% | -4% | i | 2.8
11 | CC1(C)Cc2ccccc2C(=NCCCCCC(=O)O)N1 | . | . | 0.0% | . | . | 2.0 | 1090 | 15 | 16 | -3% | 5% | . | .
12 | Cn1nc(C(=O)NCC2CCCO2)c2ccccc2c1=O (stereo unspecified) | -0.4% | 0% | 0.4% | i | 2 | -1.2 | 1164 | 7 | -4 | 3% | 5% | i | 13
13 | CC1CCN(c2nc(N(C)c3ccccc3)nc(N)c2[N+](=O)[O-])CC1 | ? | 12% | -0.6% | i | 54 | -0.8 | 1250 | . | . | 12% | -8% | i | 0.6
14 | COc1ccc(/C=C/C(=O)NC(=S)N2CCOCC2)cc1 | 1.5% | -8% | -0.3% | i | 59 | . | . | . | . | 6% | -3% | i | 1.8
15 | COc1cccc(C(CNC(=O)C2CCN(C(=O)Nc3ccccc3)CC2)N(C)C)c1 (stereo unspecified) | 0.1% | 7% | . | i | 18 | . | . | . | . | . | . | i | 0.1
16 | CC(C(=O)NN)c1ccc([N+](=O)[O-])cc1 (stereo unspecified) | -0.6% | 0% | 0.5% | i | 27 | -0.6 | 980 | 5 | 5 | 4% | 5% | i | 0.6
17 | O=C(Oc1c(CN2CCOCC2)cc(Cl)c2cccnc12)c1ccccc1F | 6.9% | 4% | ? | i | 33 | -0.7 | 1130 | -3 | 19 | 8% | -2% | ? | .
18 | CC(C)CCN1C(=O)c2ccc(C(=O)Nc3ccccc3C(=O)O)cc2C1=O | 1.3% | 9% | 0.8% | i | 35 | . | . | . | . | 7% | -5% | i | 0.3
19 | COc1ccc(C)cc1S(=O)(=O)N1c2ccccc2CC1C (stereo unspecified) | 1.6% | 4% | -1.1% | i | 19 | -0.8 | 1040 | 1 | 12 | 15% | -3% | i | 1.0
20 | N#Cc1c(C(F)(F)F)cc(=O)n2c1[nH]c1ccccc12 | 8.4% | 13% | -1.6% | i | 60 | . | . | . | . | 24% | 0% | i | 0.8
21 | COc1cccc(N2CCN(c3ccc4nnc(CCC(=O)Nc5ccc(F)cc5)n4n3)CC2)c1 | 6.9% | 9% | 0.3% | i | 42 | . | . | . | . | 15% | -8% | i | 1.9
22 | O=C(O)C1CCN(C(=O)c2cc(F)cc3c2OCOC3)CC1 | . | . | 0.3% | i | 48 | -2.6 | 1197 | . | . | 8% | 4% | i | 0.9
23 | Cc1ccc(S(=O)(=O)N2CCOCC2)cc1NC(=O)CSc1nnc(N)s1 | 2.2% | 2% | 0.1% | i | 36 | -1.2 | 1152 | -17 | 14 | 10% | 5% | i | 0.2
24 | Cc1cccc(NC(=O)c2nc(-c3ccccc3)n(-c3ccccc3)n2)c1C | 3.0% | 10% | -0.4% | i | 24 | -3.4 | 1226 | 53 | 34 | 4% | -2% | i | 0.9
25 | COc1cccc(-n2nnc3c(=O)n(CC(=O)N4CCC(Cc5ccccc5)CC4)cnc32)c1 | 3.3% | 14% | -0.4% | i | 10 | 0.6 | 1378 | -16 | -2 | 10% | -3% | i | 6.5
26 | CCN(CC)C(=S)SCC(=O)Nc1ccc(F)cc1 | 12% | 5% | 1.3% | i | 27 | 1.1 | 1458 | 1 | 0 | 1% | 1% | i | 2.0
27 | Cc1c(C(=O)N2CCc3ccccc32)oc2c1C(=O)CC(C)(C)C2 | . | 10% | -0.5% | . | . | . | . | 13 | 3 | -6% | -13% | i | 0.7
28 | CCOc1ccc(CCNC(=O)CSc2cc(=O)n(C)c3cc(Cl)ccc23)cc1OCC | 8.6% | -3% | -0.6% | i | 8 | 2.8 | 1079 | -4 | -2 | 1% | -13% | i | 0.0
29 | Cc1cccc(C)c1OCc1cc(C(=O)N2CCNC(=O)C2)no1 | 0.8% | 3% | 0.1% | i | 9 | . | . | . | . | 2% | 0% | i | 5.6
30 | C/C=C/Cn1c(SCc2ccc(C)cc2)nc2c1c(=O)[nH]c(=O)n2C | 3.3% | 5% | 0.0% | i | 47 | -5.8 | 1096 | 12 | 12 | 13% | 3% | i | 1.0
31 | Cc1ccc(OCc2nc(C#N)c(N3CCCCC3)o2)cc1 | -1.0% | 7% | -1.4% | i | 34 | 4.5 | 932 | . | . | -2% | -5% | i | 0.3
32 | Cc1ccc(-c2nnn(CC(=O)N(CC(=O)NC3CCCC3)c3ccc(F)cc3)n2)o1 | 2.2% | -2% | -0.6% | i | 47 | . | . | . | . | 3% | 5% | i | 3.1
33 | COc1cc(/C=N\NC(=O)c2ccc(-c3ccccc3)cc2)cc(OC)c1OC(C)=O | -0.8% | 5% | -0.6% | i | 26 | . | . | . | . | 6% | -4% | i | 1.3
34 | Nc1nc(Nc2ccccc2F)nc(N2CCCC2)c1[N+](=O)[O-] | 2.2% | 1% | 0.9% | i | 10 | . | . | . | . | 1% | 0% | i | 0.2
35 | COc1cc(O)c(C(CCN2CCCC2)c2ccc(N(C)C)cc2)c(OC)c1 (stereo unspecified) | -1.1% | 20% | -0.5% | i | 45 | -1.6 | 975 | . | . | 29% | 6% | i | 0.7
36 | COc1ccc(Oc2nc(Oc3ccc(OC)cc3)nc(Oc3ccc(OC)cc3)n2)cc1 | 1.7% | -1% | 0.9% | i | 29 | 0.9 | 1054 | -6 | -2 | . | 9% | i | 0.7
37 | COc1ccc(C(=O)NCCOC(C)C)cc1OC1CCN(C(C)=O)CC1 | 1.4% | -4% | -0.3% | i | 59 | . | . | . | . | 9% | 2% | i | 0.1
38 | Cc1cccc(C)c1OCC(=O)NC(Cc1c[nH]c2ccccc12)C(=O)O (stereo unspecified) | -0.3% | -1% | -0.2% | i | 61 | 1.0 | 1099 | -15 | 15 | 24% | -5% | i | 0.9
39 | Cc1cccc(OCC(=O)Nc2ccc(S(=O)(=O)Nc3onc(C)c3C)cc2)c1C | 3.0% | 10% | -0.3% | i | 20 | . | . | . | . | -1% | 9% | i | 1.9
40 | O=C(Nc1ccc2nsnc2c1)N1CCCCC1 | 2.1% | 11% | 0.2% | i | 38 | -13 | 1277 | -15 | -7 | 3% | 5% | i | 2.4
41 | Cc1cc(NC(=O)CSc2ccc3ccccc3c2)no1 | 12% | 12% | 0.2% | i | 18 | 0.4 | 1077 | 17 | 12 | 0% | -11% | i | 1.2

# Molecules from the list above with a COOH group:
no. | molecule | RSV CPE inhibition | Rac1 GTP hydrolysis | West Nile virus CPE | T cell HTS | T cell HTS vesicle-bound % | bCat nuc transl | bCat nuc transl cell count 5 µM | WT yeast gro inh | WT yeast gro inh mutant strain | Large T inhibition | Salmonella PhoP GFP | Myeloid diff MLP | Myeloid diff MLP GFP+ MAC1+ %
1 | O=C(O)COc1ccccc1/C=N/NC(=O)CSc1nnc(-c2ccc(Cl)cc2)n1C1CCCCC1 | 1.1% | 11% | 0.1% | i | 56 | -1.5 | 1370 | . | . | ? | -4% | i | 0.4
11 | CC1(C)Cc2ccccc2C(=NCCCCCC(=O)O)N1 | . | . | 0.0% | . | . | 2.0 | 1090 | 15 | 16 | -3% | 5% | . | .
18 | CC(C)CCN1C(=O)c2ccc(C(=O)Nc3ccccc3C(=O)O)cc2C1=O | 1.3% | 9% | 0.8% | i | 35 | . | . | . | . | 7% | -5% | i | 0.3
22 | O=C(O)C1CCN(C(=O)c2cc(F)cc3c2OCOC3)CC1 | . | . | 0.3% | i | 48 | -2.6 | 1197 | . | . | 8% | 4% | i | 0.9
38 | Cc1cccc(C)c1OCC(=O)NC(Cc1c[nH]c2ccccc12)C(=O)O (stereo unspecified) | -0.3% | -1% | -0.2% | i | 61 | 1.0 | 1099 | -15 | 15 | 24% | -5% | i | 0.9
